# Bioassay records: PubChem, National Center for Advancing Translational Sciences (NCATS)
# TDP1 cell noCPT – qHTS for Inhibitors of human tyrosyl-DNA phosphodiesterase 1 (TDP1): qHTS in cells in absence of CPT | DT40 Tdp1-/- hTDP1 cells, no CPT, ATP luminescence, 48 h | Potency, µM (titrated, usually from 46.2 µM), without a hit: at the top dose activity change, negative = growth inhibition, usual class: inhibitors | 15% of 420,000 active | AID 686978, 2013; also: nearly all actives have a fitted effect of over 55% in size
#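 Stably hTDP1-transfected Tdp1-null chicken DT40 cells were treated with library compounds minus camptothecin and grown for at least 48 hr at 37 °C, after which cellular ATP was quantified by luminescence.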
# TDP1 cell CPT – DT40-hTDP1 cell growth loss with CPT; Potency, µM (titrated, usually from 46.2 µM), inactives show at the highest dose activity change, negative = growth inhibition, actives largely listed as inhibitors; 12% of 420,000 active; chicken DT40 Tdp1-/-;hTDP1 cells + 20 nM CPT, ATP luminescence, 48 h; AID 686979; also: nearly all actives have a fitted effect of over 55% in size
#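 Chicken DT40 Tdp1-/- cells complemented with human TDP1, 400 cells/well, exposed to compounds plus 20 nM camptothecin for at least 48 h at 37 C; viability read as ATP content by CellTiter-Glo luminescence.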
# TDP1 inh – TDP1 (human) enzyme inhibition | recombinant TDP1, AlphaScreen DNA substrate cleavage | 0.28% of 350,000 active | AID 485290 | Q9NUW8 | Potency, µM (doses to about 130 µM), for inactives: at the top dose activity change, negative = inhibition, usual class: inhibitors; also: nearly all actives have a fitted effect of over 40% in size
# Target sequence (Q9NUW8 whole entry, looked up): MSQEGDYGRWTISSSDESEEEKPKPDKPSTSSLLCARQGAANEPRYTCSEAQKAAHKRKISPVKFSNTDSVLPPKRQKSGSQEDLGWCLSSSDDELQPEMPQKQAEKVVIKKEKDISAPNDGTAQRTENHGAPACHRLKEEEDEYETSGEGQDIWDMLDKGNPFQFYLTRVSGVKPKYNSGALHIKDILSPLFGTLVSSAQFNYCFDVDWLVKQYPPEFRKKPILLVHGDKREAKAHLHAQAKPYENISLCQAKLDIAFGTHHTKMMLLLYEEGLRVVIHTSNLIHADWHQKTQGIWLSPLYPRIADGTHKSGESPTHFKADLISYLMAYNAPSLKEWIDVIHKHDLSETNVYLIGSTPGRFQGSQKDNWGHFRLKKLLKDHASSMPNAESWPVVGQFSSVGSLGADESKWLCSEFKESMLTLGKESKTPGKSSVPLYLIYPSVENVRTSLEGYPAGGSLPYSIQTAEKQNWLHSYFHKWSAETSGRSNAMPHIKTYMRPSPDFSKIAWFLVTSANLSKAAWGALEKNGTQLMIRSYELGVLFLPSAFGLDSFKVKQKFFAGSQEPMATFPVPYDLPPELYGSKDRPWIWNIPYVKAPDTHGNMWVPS
#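 Tdp1 1 nM final; 15 min RT w/ cpd; substrate 15 nM, 5 min; beads 10 ug/ml, 10 min; AlphaScreen read. Neg ctrl: no enzyme.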
# * hit, by the source's call; ? = inconclusive; / = not tested or not shown; [ ] = another dose, or the depositor's remark. Calls follow the shape of the dose curve; as a rule, active = well fitted curve in the direction sought with a large enough effect; inconclusive = small, poorly fitted or top-dose-only effect, or another doubt; inactive = no such curve, though single readings can be large; an effect the other way counts as inactive or inconclusive. % is scaled to controls: 0 for no effect and ±100 for the full control effect; potency is read from the fitted curve at half-maximal effect.
SMILES,TDP1 cell noCPT,TDP1 cell CPT,TDP1 inh
COC(=O)c1ccc2c(=O)n(CCCCCC(=O)N3CCN(c4ccc(Cl)cc4)CC3)c(=O)[nH]c2c1,?,?,3%
O=c1cc(CSc2nnc(NC3CCCCC3)s2)nc2sccn12,-7%,21%,0%
CCc1ccc(NC(=O)CSc2nnc(CNC(=O)c3c(F)cccc3Cl)o2)cc1,-15%,8%,2%
COc1cc(Br)c(Br)cc1N,-16%,-6%,1%
CCCS(=O)(=O)N1CCCC(C(=O)Oc2ccc(OC)cc2)C1 (configuration not stated),-27%,-7%,/
CC(C)(C)c1ccc(/C=C2\Oc3cc(O)ccc3C2=O)cc1,?,21µM*,/
C#CCOC(=O)/C(=C/C=C/c1ccccc1)NC(=O)c1ccccc1,-18%,-16%,-2%
Cc1nc(NCc2ccc3nsnc3c2)sc1-c1ccn(C)n1,?,?,/
Cc1csc(NC(=S)Nc2cccc(Cl)c2)n1,4.6µM*,1.6µM*,8%
Cc1ccc(-c2nc(CS(=O)CC(=O)NC3CCC(C)CC3)c(C)o2)cc1 (configuration not stated),?,?,0%
O=C(Nc1nnc(Cc2ccccc2F)s1)Nc1ccccc1F,-21%,?,1%
COc1ccc(-c2nc3cnc(N4CCN(C)CC4)nc3n(-c3ccc(OC)cc3)c2=O)cc1,?,?,/
O=C(c1cnccn1)N1CCN(c2ccccc2F)CC1,0%,-9%,1%
Cc1ccc(NC(=O)C(Cc2ccccc2)NC(=O)OCc2ccccc2)cc1C (configuration not stated),23µM*,?,3%
CC(Oc1ccc(Br)cc1)C(=O)N(Cc1ccccc1)c1c(N)n(Cc2ccccc2)c(=O)[nH]c1=O (configuration not stated),21µM*,23µM*,/
O=C(CSc1n[nH]c(=O)n1C1CC1)NCc1ccccc1,18%,1%,-4%
COc1ccc(C2NCCc3c2[nH]c2ccccc32)cc1COc1ccc(F)cc1 (configuration not stated),21µM*,?,/
CCCCOc1ccc(Cl)cc1CSc1nnc(C)n1N,-5%,-29%,2%
COc1ccc(N(CC(=O)NCCC2=CCCCC2)S(=O)(=O)c2c(C)[nH]c(=O)[nH]c2=O)cc1,-5%,-7%,/
CC1=CC(=O)C=C(C)C1=NOC(=O)/C=C\c1ccccc1,-6%,16µM*,7%

# Gathered by group, those above containing two or more sulfur atoms (three)
SMILES,TDP1 cell noCPT,TDP1 cell CPT,TDP1 inh
O=c1cc(CSc2nnc(NC3CCCCC3)s2)nc2sccn12,-7%,21%,0%
Cc1nc(NCc2ccc3nsnc3c2)sc1-c1ccn(C)n1,?,?,/
Cc1csc(NC(=S)Nc2cccc(Cl)c2)n1,4.6µM*,1.6µM*,8%

# Single entries from the entries so far.
# Cc1csc(NC(=S)Nc2cccc(Cl)c2)n1 | TDP1 inh: 8%
# CC(C)(C)c1ccc(/C=C2\Oc3cc(O)ccc3C2=O)cc1 | TDP1 cell CPT: 21µM*
# COC(=O)c1ccc2c(=O)n(CCCCCC(=O)N3CCN(c4ccc(Cl)cc4)CC3)c(=O)[nH]c2c1 | TDP1 inh: 3%
# O=C(c1cnccn1)N1CCN(c2ccccc2F)CC1 | TDP1 cell noCPT: 0%
# CC(Oc1ccc(Br)cc1)C(=O)N(Cc1ccccc1)c1c(N)n(Cc2ccccc2)c(=O)[nH]c1=O (configuration not stated) | TDP1 cell CPT: 23µM*

# Further records.
SMILES,TDP1 cell noCPT,TDP1 cell CPT,TDP1 inh
Cc1cc(OCc2nnc(SC(C)C(=O)O)n2-c2ccccc2)ccc1Cl (configuration not stated),-8%,-23%,/
O=C(/C=C/c1cccs1)N1CCCC1,14%,2%,/
CCN(CC)S(=O)(=O)c1ccc(/C=C/C(=O)OCC#N)cc1,-8%,-7%,0%
CC1CCCC(C)N1C(=O)CCN1C(=O)C2C3C=CC(C3)C2C1=O (configuration not stated),-1%,-13%,2%
COC(CNC(=O)C(C)n1nc(C)c2ccccc21)OC (configuration not stated),9%,3%,0%
O=C(CC1S/C(=N\S(=O)(=O)c2ccc(F)cc2)N(c2ccccc2)C1=O)Nc1ccccc1 (configuration not stated),-11%,?,1%
CC[N+](CC)(CC)C/C(N)=N/O,5%,0%,4%
COc1ccc(Cc2nc(-c3cccs3)no2)cc1OC,?,-19%,-5%
CCN1CCCC1CN(Cc1cc2ccc(C)cc2[nH]c1=O)C(=S)Nc1cccc(OC)c1 (configuration not stated),29µM*,?,-5%
CC(=O)Nc1ccc(S(=O)(=O)Nc2ccc(Cl)nn2)cc1,-20%,1%,3%
O=C(CSc1nc2ccccc2nc1N1CCCC1)Nc1ccc(Cl)cc1,26µM*,?,/
Cc1ccc(-n2nc3c(c2NC(=O)c2cccs2)CS(=O)(=O)C3)cc1,13%,-13%,0%
COc1ccc(NC(=O)c2ocnc2C)cc1OC,-15%,-3%,5%
CC(C)NC(=O)Nc1cccc(Cl)c1,-20%,-8%,4%
CN(Cc1ccccc1)C(=O)c1cnc2n(c1=O)CCS2,-10%,-29%,-3%
COc1ccc(CCN2C(=O)CCC2(C)C(=O)NC2CCCC2)cc1OC (configuration not stated),-16%,-13%,5%
CC(=O)OCC1OC(n2ccc(=O)[nH]c2=O)C(O)C1O (configuration not stated),-21%,2%,4%
O=c1c2cc(F)ccc2[nH]c(=S)n1Cc1ccc(F)cc1,?,-27%,/
Cc1ccc2nc(C)c3c(c2c1)N(c1ccccc1)CC3,13µM*,12µM*,-1%
CCc1ccc(NC(=O)CSc2nc3ccsc3c(=O)n2CCC(=O)O)cc1,14%,-16%,-1%
COC(=O)c1sccc1NC(=O)CSc1nnnn1-c1ccccc1F,-29%,-8%,3%
CC(=O)Nc1ccc(CC#N)cc1,10%,0%,1%
O=C(O)c1csc(Cc2ccccc2)n1,4%,-7%,-2%
C=C(C)COc1ccc2oc(C)c(C(=O)OCCOC)c2c1,-17%,-6%,-12%
COc1ccc(OC)c(S(=O)(=O)NCCO)c1,-11%,-21%,-2%
O=S(=O)(Nc1ccc(O)c(Sc2nc3ccccc3s2)c1)c1ccc(Cl)cc1,-24%,-29%,1%
Cc1ccc(N=Nc2c(C)[nH]n(C(N)=S)c2=O)cc1C,1.6µM*,1.8µM*,0%
Fc1cccc(-c2nnn3c2nc(NCCc2ccccc2)c2ccccc23)c1,-14%,5%,1%
O=c1c(NCc2ccccc2Cl)nccn1-c1ccccc1,0%,-18%,0%
O=C(Nc1cccc2c1CCCC2)c1ccccc1Cl,-8%,7%,2%
COC(=O)[C@]12CCCCC=C1N(Cc1ccc3c(c1)OCO3)C(=O)[C@H](CC(=O)N1CCOCC1)C2,-10%,8%,/
NCCO/C=C/[C@H](N)C(=O)O,-1%,-2%,-2%
O=C(Nc1cccc2cccnc12)c1cccnc1,-2%,2%,7%
CCOC(=O)C1=C(N)OC2=C(C(=O)CCC2)C1c1ccc(C)s1 (configuration not stated),-11%,-2%,7%
Cc1cccc(CN2CCN(CC(=O)Nc3c(C)cccc3C)S2(=O)=O)c1,16µM*,?,-6%
COc1cc(NC(=O)CC(C)n2nc(C)cc2C)cc(OC)c1 (configuration not stated),-29%,-2%,5%
CNS(=O)(=O)c1ccc(CNC[C@H]2O[C@@H](n3cc(C)c(=O)[nH]c3=O)C[C@@H]2O)cc1,-4%,2%,/
NS(=O)(=O)c1ccc(NC(=O)CN2CCc3ccccc32)cc1,?,15%,/
O=C(NCc1ccccc1)C(c1cccc2ccccc12)n1c(=O)c(-c2ccco2)nc2ccccc21 (configuration not stated),?,?,/
CCN1C(=O)C2(C(C#N)=C(N)Oc3n[nH]c(-c4ccc(Cl)cc4)c32)c2ccccc21 (configuration not stated),?,?,6%
NS(=O)(=O)c1cccc(NC(=O)C(Cc2ccccc2)NC(=O)c2ccccc2)c1 (configuration not stated),-7%,30%,4%[0.0935 µM]
COc1ccccc1NC(=O)N1CCCC1C(=O)NC12CC3CC(CC(C3)C1)C2 (configuration not stated),?,-12%,5%
CC[N+](C)(C)CC/C=C1/c2ccccc2Sc2ccc(Cl)cc21,-6%,7%,3%
O=C1c2ccccc2C(=O)N1CSc1ncccn1,4%,-25%,1%
CCOc1cc(C(=S)N2CCOCC2)ccc1OS(=O)(=O)c1ccc(Br)cc1,21µM*,0%,-3%
c1ccc(-c2nc(NCc3ccco3)c3ccccc3n2)cc1,23µM*,16µM*,1%
CCOc1cc(/C=N/NC(=O)C2CC2)ccc1OC(C)C,-11%,-5%,2%
O=C(O)c1ccc(-n2ncc(Cl)c(Cl)c2=O)cc1,5.8µM*,6.5µM*,/
CC(C)NS(=O)(=O)c1ccc(NCCCn2ccnc2)c([N+](=O)[O-])c1,-8%,11%,/
Cc1cccc(NC(=O)C2CCCCN2S(=O)(=O)c2ccccc2)c1C (configuration not stated),?,?,-1%
N#Cc1cnc(SCC(=O)N2CCCCC2)nc1N,1%,9%,/
CC(C)(C)OC(=O)N1CCC(C(=O)Nc2ccc(C(=O)NC3CC3)cc2)CC1,1%,2%,/
CCc1ccc(C(=O)NNC(=O)CN2C(=O)NC(CC)(c3ccccc3)C2=O)cc1 (configuration not stated),-6%,-2%,-2%[0.505 µM]
CCOc1ccc(CCNC(=O)c2ccc(=O)[nH]c2)cc1OCC,10%,-14%,1%
CCOC(=O)c1ccc2[nH]c(C)c(C)c2c1,?,?,/
COc1cc(NC(=O)c2cccnc2)c(OC)cc1NC(=O)c1ccc(Br)cc1,-25%,-19%,/
Cc1nn2c(-c3cccc(NC(=O)c4ccco4)c3)nnc2c2ccccc12,21µM*,21µM*,1%
CN1CCN(S(=O)(=O)c2ccc(CNC(=O)c3ccccc3)s2)CC1,7%,-16%,/
Cc1ccc2[nH]c3c(NCc4ccccc4)ncnc3c2c1,16µM*,21µM*,/
CC(NC(=O)C1CCC(C)(C(=O)O)C1(C)C)c1ccccc1 (configuration not stated),-18%,-24%,/

# An excerpt of these results, with two lines to a compound.
# Every second line gives: TDP1 cell noCPT	TDP1 cell CPT	TDP1 inh
> CCCCOc1ccc(Cl)cc1CSc1nnc(C)n1N
→ -5%	-29%	2%
> COc1ccc(N(CC(=O)NCCC2=CCCCC2)S(=O)(=O)c2c(C)[nH]c(=O)[nH]c2=O)cc1
→ -5%	-7%	/
> CC1=CC(=O)C=C(C)C1=NOC(=O)/C=C\c1ccccc1
→ -6%	16µM*	7%
> Cc1cc(OCc2nnc(SC(C)C(=O)O)n2-c2ccccc2)ccc1Cl (configuration not stated)
→ -8%	-23%	/

# 4 entries drawn at random from the list so far:
SMILES,TDP1 cell noCPT,TDP1 cell CPT,TDP1 inh
Cc1ccc2[nH]c3c(NCc4ccccc4)ncnc3c2c1,16µM*,21µM*,/
CCOC(=O)c1ccc2[nH]c(C)c(C)c2c1,?,?,/
CCOc1cc(/C=N/NC(=O)C2CC2)ccc1OC(C)C,-11%,-5%,2%
CC[N+](C)(C)CC/C=C1/c2ccccc2Sc2ccc(Cl)cc21,-6%,7%,3%
